Keap1 Nrf2 FP = Keap1-Nrf2 protein-protein interaction inhibitors, primary screen, biochemical, fluorescence polarization, single point; Keap1 Kelch-Nrf2 peptide fluorescence polarization, 1536-well; inhibition, % at 9.4 µM; 340,000 compounds, 0.15% hits; Kelch-like ECH-associated protein 1 (Homo sapiens), Q14145; AID 504523, 2011; in the data active means inhibition above about 12%; inconclusive means no clear call, values can overlap the other calls; inactive means below about 7.3%;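 further: human Keap1 Kelch domain with fluorescein labeled Nrf2 9mer peptide probe; 0% = neutral control wells and 100% = peptide positive control; higher means more block of Keap1 binding to Nrf2 peptide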
Target sequence (Q14145 whole entry, looked up, the tested form may be a part): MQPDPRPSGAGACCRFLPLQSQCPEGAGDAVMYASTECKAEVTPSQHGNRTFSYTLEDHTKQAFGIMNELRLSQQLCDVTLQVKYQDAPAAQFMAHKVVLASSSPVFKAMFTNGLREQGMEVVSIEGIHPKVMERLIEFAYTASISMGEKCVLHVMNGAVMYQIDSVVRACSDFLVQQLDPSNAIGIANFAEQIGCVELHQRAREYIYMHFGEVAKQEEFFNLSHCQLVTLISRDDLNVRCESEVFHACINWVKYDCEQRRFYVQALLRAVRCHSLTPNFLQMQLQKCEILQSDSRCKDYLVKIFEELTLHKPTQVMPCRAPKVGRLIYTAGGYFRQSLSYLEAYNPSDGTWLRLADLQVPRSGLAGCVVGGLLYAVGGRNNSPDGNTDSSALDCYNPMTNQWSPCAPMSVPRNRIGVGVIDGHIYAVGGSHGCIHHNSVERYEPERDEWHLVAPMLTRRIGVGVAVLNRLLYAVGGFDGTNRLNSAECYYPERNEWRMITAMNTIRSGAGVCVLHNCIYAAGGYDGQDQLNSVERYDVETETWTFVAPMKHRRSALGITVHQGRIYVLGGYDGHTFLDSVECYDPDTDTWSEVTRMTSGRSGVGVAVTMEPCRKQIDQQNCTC
SR-BI DiI inh = inhibitors of SR-BI mediated HDL lipid uptake, primary screen, ldlA[mSR-BI] cells, fluorescence, single point; Scavenger receptor class B member 1 (Mus musculus), Q61009; ldlA[mSR-BI] CHO cells, DiI-HDL uptake fluorescence, 3 h; inhibition, % at 12.5 µM; 320,000 compounds, 0.96% hits;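 active means mean replicate inhibition of at least 70% and a set share of replicates each scoring 70 or more; inconclusive means meets just one of the two criteria; inactive means fails both criteria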;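 further: 0% = median of neutral control wells and 100% = median of positive control wells; values of inactives mirror those of a sister screen read the other way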
Target sequence (Q61009 whole entry, looked up): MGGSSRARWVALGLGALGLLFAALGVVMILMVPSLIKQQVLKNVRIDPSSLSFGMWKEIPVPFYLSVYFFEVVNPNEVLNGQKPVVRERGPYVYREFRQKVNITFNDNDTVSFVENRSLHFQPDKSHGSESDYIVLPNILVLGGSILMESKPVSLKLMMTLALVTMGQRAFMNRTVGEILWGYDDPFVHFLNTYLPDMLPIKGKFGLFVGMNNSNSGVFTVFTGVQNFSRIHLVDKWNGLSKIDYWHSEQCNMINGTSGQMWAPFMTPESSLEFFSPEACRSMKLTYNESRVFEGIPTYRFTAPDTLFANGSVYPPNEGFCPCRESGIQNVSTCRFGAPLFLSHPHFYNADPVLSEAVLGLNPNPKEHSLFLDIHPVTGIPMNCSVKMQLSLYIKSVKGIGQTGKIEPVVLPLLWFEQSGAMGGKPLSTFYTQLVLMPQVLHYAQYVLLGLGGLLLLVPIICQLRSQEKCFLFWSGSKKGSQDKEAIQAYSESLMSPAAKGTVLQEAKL
C-LANA FP = inhibitors of KSHV C-LANA binding to DNA, primary screen, biochemical, fluorescence polarization, FAM-LBS DNA, MBP-C-LANA, single point | Kaposi's sarcoma herpesvirus LANA C-terminal domain (residues 932-1162) DNA binding | 340,000 compounds, 0.078% hits | inhibition, % at 9 µM | AID 504423, 2011;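 active means highest replicate inhibition at or above 60% at 9 µM, even if other replicates fall short; inactive means all replicates below 60% inhibition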;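 further: 0% = neutral control wells and 100% = 4 µM acridine orange control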
SR-BI DiI-HDL act = activators of SR-BI mediated DiI-HDL uptake, primary screen, ldlA[mSR-BI] CHO cells, DiI fluorescence. AID 504775, 2011. 320,000 compounds, 0.096% hits. 3 h; 100 = double the neutral-control signal. activation, % at 12.5 µM;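 active means mean replicate activation of at least 60% and every replicate at or above 60%; inconclusive means mean or all-replicate condition met, but not both; inactive means mean below 60% and not all replicates reaching 60%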;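 further: 0% = median plate neutral-control signal and 100% = twice that signal; values of inactives mirror those of a sister screen read the other way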
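Test system: SR-BI-overexpressing, LDLR-lacking CHO cells; Also added: labelled HDL, 10 µg/mL; Measured by: bottom-read cell fluorescence after medium removal, ex 550/em 595 nm; Timing: 3 h uptake period with compound, 37 °C; Buffer or medium: F12, 0.5% BSA, 25 mM HEPES; Doses: single compound concentration, delivered by pin transfer.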
NSD2 HMT inh = NSD2 histone methyltransferase inhibitors, primary screen, biochemical, AlphaScreen, single concentration, set 2; Histone-lysine N-methyltransferase NSD2 (Homo sapiens), O96028; NSD2 peptide methylation, 120 min; inhibition, % at 12.5 µM; 310,000 compounds, 0.54% hits; AID 743445, 2014; in the data active means inhibition above about 50%
RTF Ca sens inh = cardiac RTF calcium sensitivity inhibitors, primary screen, biochemical, IANBD-TnC fluorescence, EC70 calcium. IANBD-labeled cardiac RTF, Ca2+ fluorescence. inhibition, % at 7.15 µM. 340,000 compounds, 0.12% hits;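 active means inhibition above the mean inhibition of all tested compounds plus 3 SD, cut at about 17% in these data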;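 further: assay run at fixed EC70 calcium of 1.6 mM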
DAGLB inh = DAGLB lipase inhibitors, primary screen, biochemical, fluorescence, HTS; Diacylglycerol lipase-beta (Homo sapiens), Q8NCG7; HEK293T DAGLB membrane lysate, EnzChek fluorogenic substrate; inhibition, % at 5.17 µM; 340,000 compounds, 0.059% hits; in the data active means inhibition above about 34%;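 further: 0% = enzyme with vehicle and 100% = wells lacking enzyme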
Arr AP2 block = inhibitors of beta-arrestin/AP2 binding, primary screen, biochemical, GPCR trafficking, flow cytometry | beta-arrestin 1 C-terminal peptide binding to AP2 beta2-adaptin appendage (human) | FITC-arrestin peptide / GST-AP2 beads; AP2 beta2 appendage carries R879A mutation | inhibition, % at 10 µM | 340,000 compounds, 0.31% hits | AID 504490, 2011;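 active means inhibition above a set limit, near 3 SD of compounds lacking own fluorescence, cut at about 54% in these data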;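 further: plate controls were DMSO wells for no effect and 5 µM unlabelled arrestin peptide for full effect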
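System: GST-AP2 R879A glutathione beads; medium: PBS, Tween 20 0.05%, BSA 0.1%; reagent: fluorescein-tagged arrestin peptide at 50 nM final; schedule: pre-incubation 12 min, peptide binding 1 h, room temperature; detection: flow cytometry, FL1 (488/535 nm); read-out: inhibition as reduced fluorescein signal on beads, percent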
PvdQ inh = P. aeruginosa PvdQ acylase inhibitors, primary screen, biochemical, fluorescence, plate reader and imaging, single point; purified PvdQ acylase; inhibition, % at 10 µM; 340,000 compounds, 0.063% hits; AID 488965, 2010; in the data active means inhibition above about 30%, passing the limit was not always enough; inconclusive means no clear call, values can overlap the other calls;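 further: 0% = vehicle neutral wells and 100% = reference inhibitor wells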
PKA-R2B act = activators of PKA-R2B holoenzyme, primary screen, biochemical, fluorescence polarization, Cy5-IP20, human. cAMP-dependent protein kinase catalytic subunit beta (Homo sapiens) + cAMP-dependent …. PKA-R2B holoenzyme dissociation; R2B truncated from residue 108, S112A mutant; 0% DMSO only, 100% 113 µM cGMP. activation, % at 11.4 µM. 340,000 compounds, 0.079% hits;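 active means activation above a cutoff set at the mean over all compounds plus 3 SD, cut at about 18% in these data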;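 further: higher means more holoenzyme dissociation and a rise in polarization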
* hit, by the source's call; ? = inconclusive; . = no result given.

SMILES	Keap1 Nrf2 FP	SR-BI DiI inh	C-LANA FP	SR-BI DiI-HDL act	NSD2 HMT inh	RTF Ca sens inh	DAGLB inh	Arr AP2 block	PvdQ inh	PKA-R2B act
CCCc1c(C)nc2c(OC)cccc2c1SCC(=O)O	.	-5	.	5	-8	0	0	-19	-13	3
N#C/C(=C(/O)CCCl)c1ccccn1	-3	-14	1.7	14	0	-1	1	-3	-4	-2
CC(C)CCN(C(=O)c1ccccn1)c1c(N)n(Cc2ccccc2)c(=O)[nH]c1=O	-1	-10	-3.3	10	-3	1	4	-2	-18	-3
Cc1ccc(NS(=O)(=O)c2ccc(OCC(=O)Nc3cccc([N+](=O)[O-])c3)c(C)c2)cc1	-2	28	-0.1	-28	-1	-3	-2	1	-8	-2
COc1ccc(C(=O)NCCNc2nc3c(C)cccc3cc2C#N)cc1	-2	.	-0.2	.	-3	0	1	5	-10	6
Cc1ccc(/C=C2/CNC/C(=C/c3ccc(C)cc3)C2=O)cc1	0	5	1.9	-5	-2	-8	-4	-6	-16	-4
CCn1c(/C(C#N)=N/O)nc2ccccc21	0	6	0.4	-6	0	3	1	-2	-13	-9
COc1cc(C2/C(=C(\O)c3cc(C)ccc3C)C(=O)C(=O)N2CCN(C)C)ccc1O (centres undefined)	1	8	-1.2	-8	-4	-9	-2	-3	-5	3
Cn1cccc1-c1cc(C(=O)O)[nH]n1	-1	3	2.1	-3	1	-6	-1	-2	-8	-9
COC(=O)C1=C(NC(C)=O)CCS1	-3	-6	-1.6	6	2	3	2	-2	-9	6
CSc1ccccc1OCc1cc(C(=O)N2CCCC(C)C2)no1 (centres undefined)	1	9	-1.3	-9	5	-4	-1	10	-1	-7
CCn1c(N2CCN(S(=O)(=O)CC)CC2)nc2ccccc21	0	-6	-0.3	6	-3	7	0	0	-17	-2
COc1ccc(OC)c(CN2CCC(C(=O)N3CCOCC3)CC2)c1	-1	-16	0.9	16	8	-13	-1	3	11	-15
COc1cccc(-c2nc(NCc3ccccc3)c3ccccc3n2)c1O	-2	61	-0.4	-61	-2	-3	-2	-12	-10	-2
O=C(COC(=O)CCc1ccccc1)Nc1ccccc1OC(F)F	-3	-75	0.4	?	-4	-6	-6	-11	-1	0
COc1ccc(C(=O)Nc2c(Cl)cc(Cl)cc2C(=O)N2CCC(C)CC2)cc1	1	40	-0.4	-40	-1	-1	-2	7	0	-1
CCOC(=O)N1CCN(C(=O)/C=C/c2c(C)nn(-c3ccc(F)cc3)c2Cl)CC1	-5	42	1.0	-42	1	-5	-7	15	-11	5
C[C@H](CO)N1C[C@H](C)[C@@H](CN(C)C)Oc2c(NS(=O)(=O)c3ccc(F)cc3)cccc2C1=O	-3	-14	-3.8	14	.	-9	1	.	-8	11
Cc1nc2ccc(NS(=O)(=O)c3ccc(F)c(F)c3F)cc2s1	-3	-16	-1.5	16	14	2	1	-5	-8	-7
COc1ccc(NC(=O)C2C3CCC(O3)C2C(=O)O)c(C)c1 (centres undefined)	-4	45	1.4	-45	1	-2	0	4	-7	-9
CN(CCCNC(=O)CCC(=O)N1CCOc2ccccc21)Cc1ccccc1	6	-29	1.1	29	.	-4	1	11	-6	10
COc1ccccc1CNc1nc2nc(C)c(C)c(=O)n2[nH]1	-4	-33	-3.1	33	0	-7	-2	-3	-12	9
COc1ccc(CCNC(=O)C2CCN(C(=O)c3ccc(Cl)cc3)CC2)cc1	-2	-4	2.0	4	-4	1	-2	-2	-5	1
N#Cc1nc(-c2cccs2)oc1N1CCN(Cc2ccccc2)CC1	-5	-10	-1.5	10	.	-7	-7	4	-24	11
CCCCn1c(N)c(N(CCOC)C(=O)c2cc(=O)[nH]c3ccccc23)c(=O)[nH]c1=O	-2	-3	0.6	3	0	-10	-6	-4	-12	1
O=C(O)c1ccc(COc2ccccc2/C=C2/NC(=O)N(c3cccc(Cl)c3)C2=O)cc1	-6	-3	-1.0	3	1	2	5	26	1	-10
Cc1ccc2nc(SCC(=O)NCc3ccccc3)nc(=O)n2c1	2	-14	-0.2	14	0	1	-1	-17	-4	-2
CC(=O)c1sc(Nc2ccccn2)nc1C	0	-1	-0.5	1	0	-4	-1	-7	-3	3
CCNc1cc2c(cc1O)CCC1C2CCC2(C)C(O)CCC12 (centres undefined)	-12	13	-3.6	-13	7	0	-2	-8	-16	0
COc1ccccc1N1CCN(C(=O)c2ccc(Cl)c(S(=O)(=O)N3CCOCC3)c2)CC1	-3	5	-1.1	-5	-1	1	-2	36	5	-3
COC(=O)c1cc(=O)n(-c2ccc(F)cc2)c(=Nc2ccc(F)cc2)s1	0	16	-2.4	-16	.	-7	1	10	-12	-9
CCc1cccc2c(C(=O)CSc3nnc(-c4ccoc4C)n3C)c[nH]c12	-2	39	0.4	-39	3	-7	1	-4	-5	-5
Cc1cccc(Nc2c([N+](=O)[O-])c(=O)oc3ccccc23)c1	-6	7	-0.5	-7	2	-9	-2	4	-5	1
Cc1ccc(/C=N/Nc2ccc(C(=O)O)cc2)s1	-1	-6	0.4	6	.	-1	6	48	2	4
CC1C(=O)N2CCCc3cc(S(=O)(=O)NCc4ccc(F)cc4)cc1c32 (centres undefined)	-12	2	-1.4	-2	0	-12	0	-5	-3	2
CCOc1ccc(/C=N/NC(=O)Cc2csc(Nc3cccc(C(F)(F)F)c3)n2)cc1	1	77*	0.2	-77	29	-6	3	86*	-11	-15
CC(C)(C)OC(=O)C1C(=O)CC(C)(O)C(C(=O)OC(C)(C)C)C1c1cccnc1 (centres undefined)	-7	-6	-3.1	6	13	8	1	0	-2	-6
O=S1(=O)N=C(N(CCO)/N=C/C=C/c2ccccc2)c2ccccc21	0	17	-0.5	-17	-3	-2	-3	10	-4	4
C=C(C)CNC(=S)NNC(=O)c1ccco1	-3	-7	0.3	7	1	-9	1	-4	-10	1
O=C1CCc2cc(S(=O)(=O)N3CCCC3C(=O)NC3CCCCCCC3)ccc2N1 (centres undefined)	2	-35	1.4	35	.	-3	-1	-8	-5	-5
O=C(CN(Cc1cccs1)C(=O)CCC(=O)Nc1ccccn1)NCc1ccccc1	-1	-1	0.4	1	1	-8	0	15	-8	-2
CN(C(=O)COC(=O)C12CC3CC(CC(Cl)(C3)C1)C2)c1ccccc1	-9	-12	1.0	12	-5	3	0	-3	-10	3
O=C(NC1CCN(C(=S)NCc2ccco2)CC1)C1CCCCC1	-1	-15	0.3	15	0	-8	-3	23	1	-4
COCCCN(CC(=O)O)S(=O)(=O)c1cccc(Cl)c1	2	-10	1.3	10	-4	-7	1	-18	-11	2
COc1cc(NC(=O)CSc2ncccc2C(=O)OC(C)C)cc(OC)c1	-6	7	0.7	-7	-1	-16	-5	-2	-11	-8

In another format: entries from further up.
Keap1 Nrf2 FP,SR-BI DiI inh,C-LANA FP,SR-BI DiI-HDL act,NSD2 HMT inh,RTF Ca sens inh,DAGLB inh,Arr AP2 block,PvdQ inh,PKA-R2B act,compound
0,17,-0.5,-17,-3,-2,-3,10,-4,4,O=S1(=O)N=C(N(CCO)/N=C/C=C/c2ccccc2)c2ccccc21
-3,-7,0.3,7,1,-9,1,-4,-10,1,C=C(C)CNC(=S)NNC(=O)c1ccco1

Other structures follow:
SMILES	Keap1 Nrf2 FP	SR-BI DiI inh	C-LANA FP	SR-BI DiI-HDL act	NSD2 HMT inh	RTF Ca sens inh	DAGLB inh	Arr AP2 block	PvdQ inh	PKA-R2B act
CCOc1ccc(-n2ccnc(SCC(=O)NCc3cccc(OC)c3)c2=O)cc1	-8	9	-0.5	-9	-1	-8	-3	1	-13	5
CCOC(=O)c1sc(NC(=O)CSc2ncn[nH]2)c(C#N)c1C	-1	8	-1.0	-8	-2	-2	-2	2	-28	1
Cc1cc(C)n(-c2nc3ccccc3c(=O)n2OCC(=O)N(C)C)n1	5	-14	0.2	14	.	-2	1	15	-4	-2
COc1ccc(C(=O)NCCCNC(=O)c2cc3ccccc3[nH]2)cc1OC	-1	-3	2.3	3	-4	-5	-1	11	-17	1
COc1ccccc1Nc1ncnc2nc[nH]c12	2	-36	-1.5	36	4	-13	0	28	-8	-4
CC(C)Cn1cnc2c(SCc3ccccc3)nc(N)nc21	-6	-32	-1.2	32	0	-1	-1	27	-3	-1
O=S(=O)(c1ccc(NC(=S)NN=C2CCCCC2)cc1)N1CCOCC1	-7	15	-0.1	-15	-4	-10	0	31	5	-6
c1ccc(C2=NN(c3ccccc3)CC2)cc1	-3	.	-0.2	.	6	-3	-1	4	5	8
O=C(c1cccc(F)c1)N1CCC(N2CCOCC2)CC1	11	-24	0.0	24	1	4	0	1	9	-1
CCCc1nnc(NC(=O)CCCN2C(=O)c3ccccc3C2=O)s1	2	-22	0.2	22	.	-2	-1	3	-12	-2
CCOC(=O)c1nn(-c2ccccc2C)c(=O)cc1OCC(=O)Nc1cccc(OC)c1	-7	-1	0.1	1	-1	9	-3	-1	-10	-5
Cc1cc(C)n2c(=S)[nH]nc2n1	-1	-19	-0.6	19	1	-5	-1	-5	-5	-11
O=C(NN(CC(O)COc1ccccc1)CC(O)COc1ccccc1)c1ccccc1 (centres undefined)	-1	-21	.	21	-1	-4	-5	29	-16	-1
Cc1ccc(Cn2ncn3c(cc4ccccc43)c2=O)cc1	-3	25	-0.9	-25	0	1	-3	-9	-10	-6
CSCCC(NC(=O)c1ccccc1Cl)C(=O)N1CCN(C(c2ccccc2)c2ccccc2)CC1 (centres undefined)	-5	28	-1.3	-28	0	-7	-2	-5	-6	-5
COc1ccc(CCNC(=O)COc2ccc(S(=O)(=O)N3CCOCC3)cc2C)cc1	3	-1	-1.4	1	0	-2	0	53	-5	9
C/C(=N\NC(=S)NC(C)C)c1ccc(C(C)(C)C)cc1	2	11	-3.6	-11	0	-9	-3	-16	12	4
CSc1ccc(/C=N/N2CCN(Cc3ccc(C)cc3C)CC2)cc1	-5	11	-0.6	-7	6	-10	-2	-6	-1	6

Assay outcomes from PubChem.
